PV pol inh: poliovirus RNA polymerase inhibition; AID 588519; poliovirus polymerase elongation, fluorescence polarization; stronger effect = lower value; % elongation, % (compound at 16.7 µg/mL); 150,000 compounds, 0.66% hits; P03300; in the data active means % elongation below about 90%; further: some results filed as inactive read as strong as hits
Target sequence (P03300 1749-2209 limits assumed): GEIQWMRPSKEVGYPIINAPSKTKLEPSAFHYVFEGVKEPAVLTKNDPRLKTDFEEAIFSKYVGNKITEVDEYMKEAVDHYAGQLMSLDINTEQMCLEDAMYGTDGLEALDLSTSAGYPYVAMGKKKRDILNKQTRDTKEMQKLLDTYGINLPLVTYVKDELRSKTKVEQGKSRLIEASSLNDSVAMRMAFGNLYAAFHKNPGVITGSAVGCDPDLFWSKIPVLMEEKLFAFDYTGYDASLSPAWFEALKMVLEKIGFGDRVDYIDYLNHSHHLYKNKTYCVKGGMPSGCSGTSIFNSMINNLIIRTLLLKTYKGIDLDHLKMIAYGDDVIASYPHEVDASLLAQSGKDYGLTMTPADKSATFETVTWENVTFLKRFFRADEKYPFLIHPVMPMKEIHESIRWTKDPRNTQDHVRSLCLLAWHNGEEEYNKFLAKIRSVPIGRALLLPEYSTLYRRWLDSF
PV pol inh FP z-score: further read-out of PV pol inh, marked with its call; z-score; measured here: FP z-score; hits read low
Numbers without * were called inactive. These rows are one share of the data; the hit share may differ from the screen's.

SMILES	PV pol inh	PV pol inh FP z-score
O=C1CC(c2ccc3c(c2)OCO3)c2c(c3ccccc3n(-c3ccccc3)c2=O)O1 (stereo not given)	102	0.1
O=C(Nc1ccc(C(F)(F)F)cc1)C1=NCCN1	102	0.1
COc1ccc(N=C2SC(C(N)=O)CC(=O)N2Cc2ccccc2)cc1 (stereo not given)	103	0.4
Cc1ccc(C(=O)N2c3nc(-c4ccco4)nn3C3(CCCCC3)[C@@H]3CCCC[C@@H]32)cc1	105	0.2
COc1cc(-c2noc(C3CC(=O)N(c4cc(C)ccc4C)C3)n2)cc(OC)c1OC (stereo not given)	103	-0.7
CC(=O)N1CCc2ccccc2C1CN=CC1=C(O)CC(c2ccco2)CC1=O (stereo not given)	106	0.4
O=C(N/C=C/n1cnc2cc(C(F)(F)F)ccc21)c1ccco1	102	0.3
Cc1cc(-c2ccc(C)c(S(=O)(=O)N(C)C3CCCCC3)c2)on1	101	-0.3
Cc1ccc(C(=O)CSc2nnc3[nH]c(=O)c(C)nn23)cc1	97	-1.9
Cn1c(=O)c2c(nc(N3CCNCC3)n2C)n(C)c1=O	105	1
O=C(NCc1ccco1)c1cc(F)cc2c1OCOC2	104	0.2
CCC(=O)NCCSc1ncc(-c2ccccc2)[nH]1	100	-0.8
CCN(Cc1nc2cc(OC)c(OC)cc2c(=O)[nH]1)C(=O)c1ccc(S(=O)(=O)N(C)C)cc1	106	0.4
O=C(COc1ccc(Cl)cc1)Nc1ccc2nc(SCC(=O)N3CCOCC3)sc2c1	104	-0.6
N#Cc1cc2c(nc1SCC(=O)Nc1cccc(C(F)(F)F)c1)C1CCN2CC1	106	0.4
O=C(OCc1cc(=O)n2cc(Br)ccc2n1)C1COc2ccccc2O1 (stereo not given)	104	0.4
S=c1nc(-c2cccs2)[nH]n1CN1CCCC1	100	-0.4
COc1ccccc1-n1c(=O)n(C)c2c(C(N)=O)nc(-c3cc(OC)c(OC)c(OC)c3)nc21	104	-0.6
CCOc1ccc(Nc2sc(C(=O)c3cccc(OC)c3)c(N)c2S(=O)(=O)c2ccccc2)cc1	108	0.4
COc1ccc(N2CCN(C(=O)c3ccc4c(c3)N(Cc3cc(C)ccc3C)C(=O)c3ccccc3S4=O)CC2)cc1 (stereo not given)	108	0.3
Cc1ccccc1CNC(=O)C1=Cc2ccccc2OC1	109	0.6
CCCN(CCC)CCNC(=O)CN1C(=O)COc2ccc(S(=O)(=O)N3CCOCC3)cc21	103	-0.6
Cc1ccc(N(C)S(=O)(=O)c2cc3[nH]c(=O)c(=O)[nH]c3cc2C)cc1	100	-1.2
O=C(NC1(O)C(=O)c2ccccc2C1=O)c1ccc(C(F)(F)F)cc1	9.0*	-14*
COc1cc(NC(=O)COCc2cc(-c3ccc(F)cc3)on2)c(OC)cc1Cl	99	-1.3
COc1ccc(-c2noc(CNC(=O)c3ccc(OC)cc3OC)n2)cc1	112	0.9
COc1cc(-c2nc3ccc(C)cn3c2Nc2ccc(Cl)cc2)ccc1O	102	-0.6
CN(C)C(=O)COC(=O)C1c2ccccc2Oc2ccccc21	104	0.1
CC(Nc1ccc(-n2cnnn2)cc1)C(=O)N1CCN(Cc2ccccc2)CC1 (stereo not given)	106	0.4
C=CCn1c(SCc2nnc(SCC(=O)c3ccc(Cl)cc3)o2)nnc1-c1ccccc1	108	0.5
COc1ccccc1NC(=O)N1C(C(=O)NCc2ccc(F)cc2)CSC1c1ccccc1C (stereo not given)	106	1
O=C(Nc1ccccc1)OC1C2CCCC1C(N1CCCCC1)CC2 (stereo not given)	106	0.3
O=C(O)C1CCCN1S(=O)(=O)c1ccc2ccccc2c1 (stereo not given)	105	0.7
COc1ccc(CN2CCc3nc(Nc4ccccc4)ncc3C2)c(OC)c1OC	111	0.8
Cc1cccn2c(=O)cc(COc3cccc(NC(=O)Nc4cccc(Cl)c4)c3)nc12	111	1.2
COc1ccc(OCCCn2c(C3CC(=O)N(c4ccc(F)cc4)C3)nc3ccccc32)cc1 (stereo not given)	109	0.4
c1ccc(OCCSC2=NCCN2)cc1	101	-0.3
COC(=O)c1sc2cccc(F)c2c1S(=O)(=O)NCc1ccc(F)cc1	108	0.5
CSc1ccccc1NC(=O)C1COc2ccccc2O1 (stereo not given)	100	0.2
COc1ccc(NC(=O)Cn2cc(C(=O)c3ccc(C)c(C)c3)c(=O)c3cc(OC)ccc32)cc1	103	-0.2
Cc1cc(C)cc(S(=O)(=O)Nc2cccc(-c3ccc(N4CCOCC4)nn3)c2)c1	98	-1.7
COc1cccc(CNC(=O)CN(C)S(=O)(=O)c2ccc3c(c2)CC(C)N3C(C)=O)c1 (stereo not given)	105	1.8
CS(=O)(=O)N1CCc2cc(C(=O)N3CCCC3)ccc21	101	-0.3
COc1ccccc1N1CCN(C(=O)CN2C(=O)COc3ccc(S(=O)(=O)N4CCOCC4)cc32)CC1	102	-0.7
COc1ccccc1/C(O)=C/C(=O)C(=O)Nc1sc2c(c1C#N)CCC2	102	0.1
Cc1ccc(C2CCN(C(=S)NCc3ccccc3)C2)cc1 (stereo not given)	101	-0.4
O=C1Nc2ccccc2N(O)N1c1ccccc1Cl	101	-0.2
Nc1nc(CSCc2ccco2)nc(N2CCCCC2)n1	105	1.2
COc1ccc(-c2noc(CC(=O)NCCN(C)C)n2)cc1	101	-0.1
Cc1ccc2nc(SC(C)C(=O)NCc3ccco3)[nH]c2c1 (stereo not given)	104	0.1
COc1cc(-n2c(=O)c3ccccc3n(Cc3cccc(Cl)c3)c2=O)cc(OC)c1OC	105	-0.2
CC(C)n1ncc2c(C(=O)N(C)Cc3ccco3)cc(-c3ccccc3)nc21	104	-0.1
Nc1ccc(S(=O)(=O)N2CCCCCC2)cc1	101	0.2
CCOC(=O)C(C#N)C1C(=O)Nc2ccccc21 (stereo not given)	103	0.1
O=C(NCCCN1CCN(c2ccc(F)cc2)CC1)c1ccc2nc(Cc3ccccc3)oc2c1	99	-1.6
O=C(Nc1ccccc1-c1nc2ccccc2s1)C1CCCN1S(=O)(=O)c1cccs1 (stereo not given)	107	0.3
CC(C)(C)OC(=O)N1CCC(CNS(=O)(=O)c2ccc3c(c2)OCCO3)CC1	107	0.9
O=C(CSc1nc(Nc2ccc(F)cc2)c2ccccc2n1)c1ccc(F)cc1	110	1
CC(=O)NC1(c2cccc(F)c2)CCN(C(=O)NCc2ccccc2)CC1	101	-0.5
O=C(Nc1cccc(C(F)(F)F)c1)c1cccc(S(=O)(=O)N2CCCC2)c1	100	-0.2

Continued:
SMILES	PV pol inh	PV pol inh FP z-score
Cc1cc2c(n1-c1ccc(C(=O)NCc3ccc(OC(C)C)cc3)cc1)CCCC2	105	-0.8
Cc1cn2c(=O)cc(COC(=O)c3ccc(NC(=O)COc4ccc(C)c(C)c4)cc3)nc2s1	110	0.8
O=C(Cn1c(=O)oc2ccccc21)NCc1ccc(Cl)cc1	105	0.2
O=C(Cn1cc(S(=O)(=O)N2CCCC2)ccc1=O)Nc1ccc(N2CCCCC2)cc1	103	0.2
CCN(CC)Cc1c(C(=O)N/N=C(\C)c2ccc(O)cc2)nnn1-c1nonc1N	101	0.4
CCOc1ccc2oc(=O)cc(Cn3c(=O)c(OCC)nc4cccnc43)c2c1	98	-1.9
CCOc1ccc(N(C)S(=O)(=O)c2ccc3c(c2)CCCN3C(C)=O)cc1	108	0.2
N#CCCN(Cc1ccco1)C(=O)Nc1ccccc1	101	-0.2
FC(F)(F)Oc1ccccc1-c1nnc(-c2ccccc2Cl)o1	102	-0.5
Cc1ccc(CNC(=O)CC(C)C)cc1	99	-0.9
Cc1cc(=O)[nH]c(Nc2cccc(Br)c2)n1	101	0.3
c1ccc(-n2cnnc2)cc1	103	0.2
Cc1ccc2cccc(SCc3ccc(Br)cc3)c2n1	101	0
CCn1c(N)nc2ccccc21	103	0.3
COC(=O)C(C)N1C(=O)S/C(=C/c2ccc(N3CCCCCC3)o2)C1=O (stereo not given)	75	-6.9
COc1ccc(-n2c(=O)c3ccccc3n(CC(=O)NCCc3ccc(OC)c(OC)c3)c2=O)cc1	107	0.5
NC(=O)C12CCC(CC1)C2	103	0.3
N#Cc1cc(-c2ccc(Cl)cc2)no1	104	0.7
O=C(c1cccs1)N1CCCC(c2nc3c(nnn3Cc3ccc(F)cc3)c(=O)[nH]2)C1 (stereo not given)	103	0.4
CCn1cc(C(=O)NC2CCCC(C)C2C)c2cc(OC)c(OC)cc2c1=O (stereo not given)	99	-0.1
Cc1cccc(CN2CCN(CC(=O)N3CCN(c4cccc(C)c4)C(C)C3)C2=O)c1 (stereo not given)	100	-0.3
Cc1cc(=O)oc2ccc(OC(=O)CC(C)C)cc12	102	0.6
Cc1ccc(C(=O)c2cc(C)sc2NC(=O)CN2CCN(C(=O)c3ccco3)CC2)cc1	102	0
S=c1[nH]nc(NNc2ccccc2)n1Nc1ccccc1	102	0
COc1cc(NC(=O)Cn2c(=O)n(CC3CCCO3)c(=O)c3cc(OC)c(OC)cc32)cc(OC)c1 (stereo not given)	112	0.9
O=C(NCc1ccccc1)NC1(C(=O)NCC2CCCO2)CCCCC1 (stereo not given)	102	0.1
Clc1cccc(CNCc2cccs2)c1	102	0.1
CCOC(=O)C1Sc2nnc(C)n2NC1c1ccc2c(c1)OCO2 (stereo not given)	103	0.4
CN(Cc1ccccc1)C1CCN(CCc2ccccc2)CC1	100	0
COc1cc2c(C(=O)N3CCN(c4ccc(F)cc4)CC3)cn(CC(C)C)c(=O)c2cc1OC	104	-0.3

2 entries from above, with two lines to a compound:
Below each compound: PV pol inh, PV pol inh FP z-score
O=C(Nc1ccccc1)OC1C2CCCC1C(N1CCCCC1)CC2 (stereo not given)
 : 106, 0.3
O=C(NCc1ccco1)c1cc(F)cc2c1OCOC2
 : 104, 0.2

Five entries drawn at random from the list so far, as already listed:
SMILES	PV pol inh	PV pol inh FP z-score
Cc1cccc(CN2CCN(CC(=O)N3CCN(c4cccc(C)c4)C(C)C3)C2=O)c1 (stereo not given)	100	-0.3
O=C(c1cccs1)N1CCCC(c2nc3c(nnn3Cc3ccc(F)cc3)c(=O)[nH]2)C1 (stereo not given)	103	0.4
Clc1cccc(CNCc2cccs2)c1	102	0.1
CCOC(=O)C1Sc2nnc(C)n2NC1c1ccc2c(c1)OCO2 (stereo not given)	103	0.4
Cc1ccc(C(=O)c2cc(C)sc2NC(=O)CN2CCN(C(=O)c3ccco3)CC2)cc1	102	0

Other records.
SMILES	PV pol inh	PV pol inh FP z-score
Cc1[nH]n(-c2ccccc2)c(=O)c1CC(=O)O	100	-0.6
Cc1oc(-c2ccc(C(=O)Nc3cccc(C(F)(F)F)c3)cc2)nc1CSc1ccccc1	106	-0.2
COc1ccc(Cl)cc1S(=O)(=O)N1CCC(c2nnc(-c3ccc(C)cc3)o2)CC1	101	-1.1
O=C(O)CC(Sc1ncnc2sc3c(c12)CCCC3)C(=O)O (stereo not given)	107	0.7
CCCCc1nc2sc3c(Cl)ncnc3c2c2c1COC(C)(C)C2	97	-1
O=C(COC(=O)c1ccco1)Nc1ccc(Br)cc1	102	-0.1
COc1ccc(S(=O)(=O)N(CCc2ccccc2)CC(=O)Nc2cc(Cl)ccc2C)cc1	108	0.7
CCOCCCNC(=O)c1cnc2sc(N3CCCCC3)nn2c1=O	102	-0.9
Cc1cc(C)nc(NS(=O)(=O)c2ccc(NC(=O)CN3C(=O)C4CC=CCC4C3=O)cc2)n1 (stereo not given)	106	0.1
Clc1cccc(Cl)c1CN(Cc1ccccc1)c1ncnc2nc[nH]c12	98	-0.3
COc1ccc(N(C)C(=O)Cc2c(C(=O)O)[nH]c3ccccc23)cc1	102	0.3
COC(=O)CC1=NN(c2ccccc2)C(=O)C1	112	1.4
CCOC(=O)Cn1c(=O)oc2cc(S(=O)(=O)Nc3cc(C)ccc3OC)ccc21	101	0.3
CCc1ccc2[nH]c(=O)c(C(c3nnnn3C(C)(C)C)N3CCc4ccccc4C3)cc2c1 (stereo not given)	103	0
CCOC(=O)c1oc2ccc(Cl)cc2c1NC(=O)CCCN1C(=O)c2ccccc2C1=O	101	-0.4

Arranged by SMILES length (highest first): some entries from above
SMILES	PV pol inh	PV pol inh FP z-score
COc1ccc(Cl)cc1S(=O)(=O)N1CCC(c2nnc(-c3ccc(C)cc3)o2)CC1	101	-1.1
CCOC(=O)Cn1c(=O)oc2cc(S(=O)(=O)Nc3cc(C)ccc3OC)ccc21	101	0.3
O=C(COC(=O)c1ccco1)Nc1ccc(Br)cc1	102	-0.1

Grouped by structure: the entries above containing a tert-butyl group.
SMILES	PV pol inh	PV pol inh FP z-score
CC(C)(C)OC(=O)N1CCC(CNS(=O)(=O)c2ccc3c(c2)OCCO3)CC1	107	0.9
CCc1ccc2[nH]c(=O)c(C(c3nnnn3C(C)(C)C)N3CCc4ccccc4C3)cc2c1 (stereo not given)	103	0

New compounds follow.
SMILES	PV pol inh	PV pol inh FP z-score
O=c1[nH]c(NN=C2CCCCC2)nc2sc3c(c12)CCCC3	100	-0.3
Cc1ccc2c(c1)C1CN(C)CCC1N2C(=O)/C=C/c1ccccc1 (stereo not given)	99	-0.9
Cn1c(C(O)C(F)(F)F)nc2ccccc21 (stereo not given)	98	-0.4
CCOc1cc(C(=O)CCC(=O)O)ccc1O	101	-0.2
COc1ccccc1C(=O)NCCSc1c(C)[nH]c2ccccc12	103	-0.6
O=C(NC(C(=O)N1CCOCC1)C12CC3CC(CC(C3)C1)C2)C1CCCCC1 (stereo not given)	103	1.2
COc1ccc(C2c3c(-c4ccccc4)n[nH]c3C(=O)N2c2ccc(C(=O)O)cc2)c(OC)c1 (stereo not given)	111	0.9
O=C(NCc1cccnc1)c1cc(-c2cccc(Br)c2)nc2ccccc12	104	0.6
c1ccc(-c2nnc(-c3ccc4c(c3)OCO4)nc2-c2ccccc2)cc1	105	0.6
CN(Cc1ccccc1)Cn1ncn(C)c1=S	105	0.1
CCOC(=O)N1CCC(N/C=C(\C#N)S(=O)(=O)C(C)C)CC1	109	1.1
COC(=O)c1cc(-c2ccccc2)oc1CN	102	0.3

Assay outcomes: PubChem, ICCB-Longwood Screening Facility, Harvard Medical School
